Screening results from PubChem BioAssay.
NTR1 agonist: NTR1-driven beta-arrestin-GFP spot formation – imaging, U2OS cells, high content, primary screen (AID 493036); agonist mode; P30989; 330,000 tested, 0.17% active; activation, % at 20 µM;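 active means activation at or above 40% of the spot to cytoplasm intensity ratio, with at least 20 cells analyzed; inconclusive means wells under 20 cells, flagged as cytotoxic or low count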;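 further: 0% = DMSO without peptide and 100% = 100 nM NTR1 peptide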
Target sequence (P30989 whole entry, looked up): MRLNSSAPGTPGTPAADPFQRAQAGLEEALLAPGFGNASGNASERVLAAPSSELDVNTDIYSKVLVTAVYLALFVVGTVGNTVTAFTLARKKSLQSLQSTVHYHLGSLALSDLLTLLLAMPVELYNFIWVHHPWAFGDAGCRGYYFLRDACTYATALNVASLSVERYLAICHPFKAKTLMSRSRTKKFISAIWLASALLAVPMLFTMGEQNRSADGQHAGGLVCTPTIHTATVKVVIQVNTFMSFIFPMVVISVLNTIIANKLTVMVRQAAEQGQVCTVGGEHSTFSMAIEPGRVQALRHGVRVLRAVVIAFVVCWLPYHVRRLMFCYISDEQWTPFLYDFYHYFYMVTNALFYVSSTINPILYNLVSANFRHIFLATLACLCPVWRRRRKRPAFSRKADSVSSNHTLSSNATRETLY
GPR35 antagonists: GPR35 antagonists blocking zaprinast-driven arrestin recruitment, primary screen, imaging, U2OS, beta-arrestin-GFP, zaprinast agonist (AID 2058) | U2OS GPR35 beta-arrestin-GFP translocation imaging, zaprinast antagonism; higher % means a stronger effect | inhibition, % at 10 µM; hits with a dose series show IC50 in µM | 290,000 tested, 0.052% active;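 active means inhibition of at least 50% with at least 30 cells and total cytoplasm GFP at most 10,000,000; inconclusive means under 30 cells or total GFP of 10,000,000 plus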
NS5 inhibitors: flavivirus cap methylation enzyme inhibition – biochemical, confirmation dose response, primary screen (AID 588689); Dengue-2 NS5 methyltransferase capping enzyme assay, biochemical; higher % means a stronger effect; inhibition, % at 25 µM; hits with a dose series show IC50 in µM; 340,000 tested, 0.3% active; in the data active means a potency from the dose series; inconclusive means inhibition above about 29% without an active follow-up result
MgcRacGAP inhibition: MgcRacGAP GTPase-activating activity inhibitors, confirmation, biochemical, ADP Hunter fluorescence | MgcRacGAP-stimulated Rac1 GTP hydrolysis, ADP Hunter fluorescence; higher % means a stronger effect; GST-tagged Rac1 F28L mutant substrate | one-dose inhibition, % at 30 µM; IC50 in µM for titrated hits | 340,000 tested, 0.6% active | AID 624330;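 active means first-screen hits whose inhibition reached a set limit at any dose in the follow-up dose series; inconclusive means inhibition above the set first-screen limit but never retested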;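 further: fluorescence reports GDP produced by GAP-driven GTP hydrolysis; strong numbers were not always called active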
Large T inhibition: SV40 large T antigen inhibitors, biochemical (AID 1903). SV40 large T antigen ATPase/helicase inhibition assay; higher % means a stronger effect. inhibition, % at 20 µM; hits with a dose series show IC50 in µM. 310,000 tested, 0.39% active; in the data active means a potency from the dose series; inconclusive means inhibition mostly from about 32% at the one dose, without a potency; inactive means the rest, 99 in 100 with inhibition below about 32%; further: strong numbers were not always called active
GPR55 activation: GPR55 agonists via beta-arrestin recruitment, primary screen, imaging, U2OS cells, beta-arrestin-GFP redistribution (AID 1961); U2OS GPR55 beta-arrestin-GFP redistribution imaging; higher % means a stronger effect; activation, % at 10 µM; hits with a dose series show EC50 in µM; 290,000 tested, 0.048% active;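 active means activation above 40% with more than 50 cells counted in the well; inconclusive means wells holding fewer than 50 cells, flagged as toxic or sparse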;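 further: U2OS osteosarcoma cells stably expressing GPR55 and beta-arrestin-GFP; plate controls were DMSO negative control for no effect and LPI positive control for full effect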
AID2073: inhibitors of Mint1-CaV2.2 protein interaction, biochemical, HTRF (AID 2073) | inhibition, % at 20 µM; hits with a dose series show IC50 in µM | 290,000 tested, 0.19% active | HTRF protein-protein interaction, Mint1-CaV2.2; higher % means a stronger effect; in the data active means inhibition mostly above about 51%, no sharp cut-off; inconclusive means no clear call, values can overlap the other calls; inactive means mostly below about 53%; further: some results filed as inactive read as strong as hits
GPR55 LPI antagonism: inhibition of LPI-stimulated GPR55 beta-arrestin translocation – imaging, U2OS, beta-arrestin-GFP, LPI agonist, primary screen (AID 2013). U2OS GPR55 beta-arrestin-GFP translocation imaging, LPI antagonism; higher % means a stronger effect. inhibition, % at 10 µM, or IC50 in µM where a hit was titrated. 290,000 tested, 0.13% active;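 active means spots per cell inhibited over 60%, with over 100 cells counted and total cytoplasm intensity under 500,000; inconclusive means wells with under 100 cells, flagged as likely toxic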;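 further: U2OS cells stably carrying GPR55 and arrestin-GFP stimulated by 5 µM LPI near EC80; imaged beta-arrestin-GFP aggregate spots per cell after agonist stimulation; plate controls were LPI-stimulated DMSO wells for no effect and DMSO wells without LPI for full effect; some results filed as inactive read as strong as hits; confirmed hits need IC50 under 10 µM and bright autofluorescent wells are also inconclusive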
Yfh1-off respiration: mitochondrial function rescue without frataxin homolog – Friedreich's ataxia, plus single-dose screen, dose response (AID 1465); S. cerevisiae Yfh1-off respiration, WST-1 reduction, 72 h; higher fold induction means a stronger effect; fold induction at 50 µM; hits with a dose series show EC50 in µM; 220,000 tested, 0.074% active;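 active means fold induction of absorbance versus untreated yeast above a set limit, then at least 30% activation at any dose in follow-up; inconclusive means repeats straddling the limit, or above it without dose testing; inactive means fold induction below the set limit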;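 further: activators that raise dye reduction in frataxin-depleted yeast; strong numbers were not always called active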
NTR1 agonist cell count 20 µM: recorded beside NTR1 agonist, whose call it bears; cell count; measured here: cell count, cytotoxicity flag
NS5 inhibitors pilot replicate: also measured in NS5 inhibitors; calls as there; inhibition, %; measured here: pilot screen replicate inhibition
* marks the source's active call; other numbers are inactive results; i = inactive; ? = inconclusive; / = no result given. Not a hit list; 1.7% or so of the library scored in one or more.

SMILES | NTR1 agonist | NTR1 agonist cell count 20 µM | GPR35 antagonists | NS5 inhibitors | MgcRacGAP inhibition | Large T inhibition | GPR55 activation | AID2073 | GPR55 LPI antagonism | Yfh1-off respiration | others
CC(=O)Nc1ccc(OCC(O)Cn2nc(C)nc2C)cc1 (stereo unspecified) | -1.6 | 50 | 6% | 0% | 6% | 6% | 0.5% | -5% | 11% | i
CCN(CC)S(=O)(=O)c1ccc(OC)c(NC(=O)c2cccc([N+](=O)[O-])c2C)c1 | -1.9 | 88 | / | 1% | 1% | / | / | / | / | i
Cc1ccc(-c2nn(-c3ccccc3)cc2NC(=O)CCl)cc1 | 3.7 | 60 | -6% | -6% | -4% | 2% | 1.2% | 20% | 7% | i
Cc1ccc(C)c(Cn2c3ccccc3c3cnn(CC(=O)NCc4ccccn4)c(=O)c32)c1 | 1.2 | 50 | 5% | -10% | -35% | 2% | -0.1% | 16% | -2% | /
CCC(=O)N1CCCN(S(=O)(=O)c2ccc(C)cc2)C1c1ccc(OC)cc1 (stereo unspecified) | 3.9 | 47 | -9% | -2% | 2% | 4% | -0.2% | 2% | -2% | /
O=C1C2C3C=CC(C3)C2C(=O)N1CNc1ccccc1 (stereo unspecified) | 0.9 | 58 | 1% | -9% | 0% | -8% | 0.3% | 0% | -11% | i
Cc1sc2nc(C)n(/N=C/c3ccccc3O)c(=O)c2c1C | 3.3 | 53 | -6% | -3% | 5% | 0% | -0.1% | 14% | 3% | i
Cn1c(NC(=O)c2ccco2)c(-c2ccccc2)c(=O)c2ccccc21 | 1.3 | 101 | 18% | -2% | 4% | 30% | -0.4% | 3% | 20% | i
CCN(CC)CCCNc1cc(C(F)(F)F)c(C#N)c2nc3ccccc3n12 | -0.7 | 86 | 23% | 14% | 10% | 3% | -0.2% | 29% | 6% | /
CCC(C)(C)n1nnnc1C(c1cc2ccc(OC)cc2[nH]c1=O)N1CCCCC1 (stereo unspecified) | 0.8 | 81 | 7% | -12% | 3% | 15% | 0.2% | 0% | 5% | i
CN(CCO)CC(O)CN(c1ccccc1)c1ccccc1 (stereo unspecified) | 1.3 | 51 | 5% | -1% | -11% | -1% | 0.3% | -21% | -19% | i
COC(=O)c1ccc2c(=O)n(Cc3ccc(C(=O)NCCCN4CCOCC4)cc3)c(=S)[nH]c2c1 | 0.5 | 64 | -14% | 3% | 4% | 10% | 0.2% | -18% | 7% | /
CCc1nn2c(N3CCOCC3)cc(C)nc2c1-c1ccc(F)cc1 | 7.2 | 59 | -1% | 6% | -10% | -4% | -0.1% | 36% | 8% | i
Cc1cc(NC(=O)C2CCCO2)ccc1Br (stereo unspecified) | 1.0 | 38 | -12% | -7% | -1% | 6% | -0.1% | 5% | 4% | i
O=C(NCc1ccccc1)c1cc[n+](CC(=O)c2cccs2)cc1 | 0.2 | 54 | -2% | / | / | -3% | -0.1% | -11% | 24% | i
Cc1ccc(C(=O)NNC(=O)C2CCN(c3nccc(C)n3)CC2)cc1 | -0.1 | 58 | -7% | -1% | 17% | 1% | 0.3% | 0% | 8% | i
O=C(NC1CC1)c1c[nH]c2ccc(S(=O)(=O)Nc3cccc(C(F)(F)F)c3)cc2c1=O | 2.1 | 28 | -4% | 8% | 8% | 6% | -0.1% | 16% | 22% | i
CN(C)S(=O)(=O)c1ccc(C(=O)N2CCN=C2SCc2ccccc2)cc1 | 1.0 | 95 | -12% | -12% | 10% | -2% | -0.3% | 1% | 1% | i
CC(=O)c1ccc(NC(=O)CSc2nnc(NC(=O)CN3CCOCC3)s2)cc1 | -1.2 | 51 | -4% | -2% | 5% | 3% | 0.0% | -8% | 2% | i
COCCn1nnnc1C(c1ccccc1)N1CCN(Cc2ccc3c(c2)OCO3)CC1 (stereo unspecified) | -0.4 | 52 | 4% | -10% | 13% | 4% | -0.2% | 12% | 5% | i
COc1cc(/C=C2/CCC/C(=C\c3cc(O)c(OC)c(Cl)c3)C2=O)cc(Cl)c1O | 18 | 71 | -13% | -6% | 8% | 8% | 0.8% | -14% | -18% | i
O=C(NCc1ccc2c(c1)OCO2)c1ccc(CS(=O)(=O)c2ccc(Br)cc2)o1 | -1.8 | 66 | -19% | -4% | 7% | 3% | 0.4% | 6% | 1% | i
COc1ccc(CCC(=O)Nc2ccc(N3CCOCC3)cc2)cc1 | 0.0 | 55 | -6% | -4% | 13% | 9% | 0.3% | 0% | 9% | /
Cc1ccc(C(=O)Nc2c3c(nn2C(C)(C)C)CS(=O)(=O)C3)cc1C | 0.5 | 59 | 10% | -4% | 4% | 3% | -0.3% | 13% | 5% | i
O=C(N/N=C/C(Br)=C/c1ccccc1)C(O)c1ccccc1 (stereo unspecified) | 1.9 | 54 | 5% | -11% | -12% | 2% | 0.0% | -12% | 6% | i
CNc1nc(NN)nc(Nc2ccccc2)n1 | -0.9 | 60 | -5% | 7% | -60% | 10% | 0.4% | 0% | 12% | /
CCOc1ccccc1C(=O)NCCc1cnc[nH]1 | 0.9 | 88 | -14% | -2% | 2% | 17% | 0.0% | -4% | 3% | /
Cc1ccccc1CS(=O)(=O)Cc1ccc(C(=O)NCC2CCCO2)o1 (stereo unspecified) | -0.5 | 48 | 1% | 2% | -2% | 4% | -0.1% | -1% | -10% | /
COc1ccc([C@H]2/C=C\CN(S(=O)(=O)c3cccc4cccnc34)[C@@H](C)C(=O)N2Cc2ccc(F)cc2)cc1 | -0.6 | 96 | / | -1% | 6% | 3% | / | / | / | i
COc1ccc(-c2noc(CCC(=O)N3CCN(c4cccc(C(F)(F)F)c4)CC3)n2)cc1 | 12 | 51 | -6% | 6% | -9% | 10% | -0.1% | -5% | 1% | i
CC1=NN(C(=O)c2ccc(Cn3ccc([N+](=O)[O-])n3)cc2)C(O)(C(F)(F)F)C1 (stereo unspecified) | 0.2 | 46 | -1% | 8% | -7% | 11% | -0.2% | 36% | 6% | i
COc1cc(C(=S)N2CCOCC2)ccc1OS(=O)(=O)c1ccc(C)cc1 | -0.1 | 55 | -3% | -4% | 8% | 3% | 0.3% | -8% | -1% | / | NS5 inhibitors pilot replicate=0.0
CC(C)Oc1ccc(CN2CCC(n3nccc3NC(=O)CCc3ccccc3)CC2)cc1 | 1.1 | 57 | -9% | 4% | 6% | 7% | -0.1% | 3% | 7% | /
Cc1cc(C)c2c(N)c(C(=O)Nc3cccc(C)c3C)sc2n1 | 0.0 | 87 | -4% | 4% | 9% | -17% | -0.2% | 24% | 10% | /
COc1ccc(N2CCN(C(=O)c3ccc(CNS(=O)(=O)c4ccc(C)cc4)cc3)CC2)cc1 | 3.7 | 74 | -5% | -5% | 14% | / | 0.2% | 12% | -2% | /
COc1ccc(C(=O)NC(=S)N(C)C2CCCCC2)cc1Br | 1.4 | 58 | -9% | -7% | 4% | 12% | 0.0% | -8% | -9% | /
C/C(=N/N=C1/NC(=O)CC(C(=O)Nc2ccccc2)S1)c1cccs1 (stereo unspecified) | -0.1 | 85 | -1% | -7% | 4% | 3% | 0.0% | ? | 4% | i
CC(C)OC(=O)c1cc2c(ccn2C)n1CC(=O)N(Cc1ccccc1)c1ccc(F)cc1 | 12 | 40 | 5% | 1% | 6% | -2% | 0.2% | 8% | 20% | i
COc1cccc(NC(=O)CSc2nc(=O)n(Cc3ccncc3)c3c2CCCC3)c1 | 1.2 | 51 | / | 4% | 5% | 6% | / | / | / | /
C#CCOCCOCCOCCNc1nc(N2CCN(C(=O)[C@H](Cc3ccc(O)cc3)n3cc([C@@H](N)C(C)CC)nn3)CC2)nc(N2CCN(C(=O)[C@H](Cc3cc4ccccc4[nH]3)n3cc([C@@H](N)C(C)CC)nn3)CC2)n1 (stereo partly specified) | 1.3 | 91 | 13% | 6% | 8% | 6% | 0.1% | 8% | 15% | i
CCN(CC(=O)Nc1ccccc1C(F)(F)F)C(=O)c1ccc2[nH]c3c(c2c1)CC(C)CC3 (stereo unspecified) | 11 | 59 | / | -5% | -3% | 23% | / | / | / | /
O=C(NCc1ccc2c(c1)OCO2)c1ccc2c(c1)OCCO2 | -0.4 | 57 | 1% | -5% | 3% | -6% | 0.2% | -3% | 1% | i
CC1CCN(c2cc(N3CCC(C)CC3)c([N+](=O)[O-])cc2/C=C(\C#N)c2nn(-c3ccccc3)c(N)c2C#N)CC1 | 21 | 112 | 8% | -2% | 1% | 8% | -0.2% | 25% | 23% | /
CC(C)n1cnc2c(Nc3ccc(F)c(Cl)c3)nc(NCCO)nc21 | -4.2 | 95 | 11% | 2% | 11% | 8% | -0.3% | -2% | -4% | /
Cc1cc(=O)[nH]c(N/N=C/c2ccccc2C(F)(F)F)n1 | 1.7 | 43 | 4% | -10% | 8% | 0% | -0.4% | 13% | 0% | i
O=C(Nc1ccc2c(c1)oc1ccccc12)C1CC1 | 1.1 | 52 | 1% | -7% | 8% | 20% | -0.2% | 3% | -18% | i
O=C(CCCC(=O)OCC(=O)c1cccs1)Nc1ccc(Oc2ccccc2)cc1 | 2.2 | 52 | -7% | -1% | 10% | 8% | -0.1% | 15% | / | i
O=C(CN(c1ccccn1)S(=O)(=O)c1ccccc1)Nc1ccccc1 | -1.5 | 84 | -10% | -8% | 4% | 11% | -0.5% | 1% | 9% | /
CCOC(=O)Cc1cnc(NC(=O)CSc2nc(C)cc(C)n2)s1 | 0.5 | 40 | 6% | -12% | 2% | 4% | -1.0% | -7% | -6% | i
Cc1ccc2cn[nH]c2c1[N+](=O)[O-] | -0.6 | 80 | -3% | -5% | 13% | 8% | -0.3% | 5% | 4% | i
Cc1ccc(NC(=O)CN2CCCC2)cc1 | 0.5 | 57 | 14% | 0% | 11% | 2% | 0.2% | 9% | -8% | / | NS5 inhibitors pilot replicate=2.4
O=C(Nc1nnc(Cc2ccccc2)s1)C1CCN(C(=O)c2ccco2)CC1 | 2.0 | 41 | 13% | -1% | 6% | 0% | -0.1% | -3% | 2% | /
O=C(Cc1ccc(F)cc1)Nc1ccc(S(=O)(=O)N2CCCC2)cc1 | 1.3 | 55 | / | 5% | 2% | 13% | / | / | / | /
